MT stabilize HCS: microtubule stabilizers in HeLa cells; % tubulin-high responders, % at 10 µM; HeLa tubulin immunostaining HCS, 24 h; share of cells brighter than vehicle mean+2SD; AID 2205; 200,000 compounds, 0.83% hits;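 active = plate Z-score above 3 for both tubulin-high and condensed-nucleus cell shares, with cell loss under 80%, at 10 µM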;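 note: anti alpha tubulin signal scored within the nucleus-defined area of each cell; some results filed as inactive read as strong as hits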
Dynein cargo inh: blocks dynein driven cargo transport along microtubules. 3617.4 mouse cells, GR-EGFP nuclear translocation imaging; test concentration mostly 20 µM; stimulated with dexamethasone, 1 µM; hits give low values. 220,000 compounds, 0.47% hits. z-score, hits read low;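 active = plate z-score of nuclear minus cytoplasmic receptor signal below a set negative limit, without overly bright fluorescence or cell loss, cut at about -3.5 in these data, passing the limit was not always enough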;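 note: z-score of nuclear minus cytoplasmic ring GR-EGFP intensity difference per well; some compounds called inactive have numbers as strong as hits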
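medium = tetracycline-free induction medium containing charcoal-stripped FBS | probe or stimulus = dexamethasone, 1.0 µM final | timing = 48 h induction, then 1 h compound, then 30 min agonist, 37 °C | detection = automated 10x imaging of fixed Hoechst-stained cells | read-out basis = nuclear versus cytoplasmic GR-EGFP signal, averaged per well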
WT yeast gro inh: growth inhibition of WT yeast, mitochondrial fusion screen. mitochondrial fusion phenotypic screen, WT strain. inhibition, % at 10 µM. 190,000 compounds, 2.1% hits; in the data active = inhibition above about 58%; tested in S. cerevisiae
Insulin prom up: MIN6 insulin promoter up-regulation. MIN6 insulin promoter-GFP reporter, high-content imaging; hits give high values. z-score at 5 µM. 190,000 compounds, 0.3% hits. AID 1625;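 active = z-score above 3 at 5 µM with at least 500 cells counted in the well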
Hep lipid drop: hepatic lipid droplet formation modulation | AML12 mouse hepatocytes, oleate lipid droplets, BODIPY imaging | inhibition, % at 6.5 µM | 240,000 compounds, 0.4% hits | AID 1656;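 active = lipid droplet intensity inhibited by at least 50%, with more than 500 cells counted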
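Assay system: AML12 hepatocytes (mouse) / Also added: 100 µM oleic acid challenge / Times: overnight treatment with compound plus oleate / Detection: high-content imaging of BODIPY-stained droplets and DAPI nuclei / Evaluation: % inhibition of lipid droplet signal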
b-catenin transl: modulators of beta-catenin nuclear translocation; HeLa beta-catenin nuclear translocation, immunofluorescence imaging; nuclear translocation activity, % at 5 µM; 190,000 compounds, 0.3% hits;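 active = nuclear translocation activity above 50% at 5 µM, with a well cell count of 50 or more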;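 note: per-cell ratio of nuclear to cytoplasmic median beta-catenin stain intensity; plate controls were DMSO negative control for no effect and GSK-3 inhibitor IX positive control for full effect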
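Test system: human HeLa cell line; Doses: 5 µM primary, 0.02–20 µM confirmation; Incubation: 24 h compound exposure, 37°C; Detection: beta-catenin immunofluorescence imaging with DAPI; Read-out: beta-catenin nuclear/cytoplasmic ratio, % activation.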
Yfh1-off respiration: mitochondrial function rescue without frataxin homolog – Friedreich's ataxia, plus single-dose screen, dose response (AID 1465) | S. cerevisiae Yfh1-off respiration, WST-1 reduction, 72 h; higher fold induction means a stronger effect | 220,000 compounds, 0.074% hits | one-dose fold induction at 50 µM; EC50 in µM for titrated hits;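 active = fold induction of absorbance versus untreated yeast above a set limit, then at least 30% activation at any dose in follow-up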;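 note: activators that raise dye reduction in frataxin-depleted yeast; strong numbers were not always called active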
Autophagy mod: alters autophagy in cells. MEF GFP-LC3 puncta imaging; test concentration mostly 10 µM. calls only at 10 µM (by protocol). 190,000 compounds, 0.98% hits. AID 463193;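 active = percentage of spot-positive cells more than 3 SD above its plate mean, without a fluorescence outlier flag or 80% toxicity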;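 note: spot-positive cell cutoff set from DMSO-treated cells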
NOD2 inhibition: inhibition of NOD2-driven NF-kB reporter – cell-based, luminescence, uHTS, HEK293 (AID 1566) | 290,000 compounds, 0.63% hits | HEK293 NOD2/NF-kB luciferase reporter, luminescence; higher % means a stronger effect | one-dose inhibition, % at 4 µM; EC50 in µM for titrated hits; in the data active = inhibition above about 50%; note: many of its hits are not listed in these tables
WT yeast gro inh mutant strain: further read-out of WT yeast gro inh, marked with its call; inhibition, %; mitochondrial fusion phenotypic screen, mutant strain inhibition
Dynein cargo inh cytoplasmic EGFP: second read-out of Dynein cargo inh, no call of its own (marks repeat the call); z-score; measured here: cytoplasmic GR-EGFP intensity; hits give high values
Dynein cargo inh nuclear GR-EGFP: also measured in Dynein cargo inh; calls as there; z-score; measured here: nuclear GR-EGFP intensity;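 lower value marks the stronger effect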
Dynein cargo inh cell count: recorded beside Dynein cargo inh, whose call it bears; z-score; measured here: cell count per field
Insulin prom up cell count: recorded beside Insulin prom up, whose call it bears; cell count; measured here: cytotoxicity, nuclei count;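 total cells summed across four imaged fields per well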
Hep lipid drop cells 6.5 µM: second read-out of Hep lipid drop, no call of its own (marks repeat the call); cell count; measured here: cell count, cytotoxicity flag;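 cells counted across two imaged fields per well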
b-catenin transl cell count 5 µM: recorded beside b-catenin transl, whose call it bears; cell count; measured here: cell count, cytotoxicity flag
MT stabilize HCS Hoechst-high %: recorded beside MT stabilize HCS, whose call it bears; % Hoechst-high responders; measured here: nuclear condensation Hoechst responders;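 share of cells brighter than vehicle mean plus two SD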
MT stabilize HCS cytotoxicity %: further read-out of MT stabilize HCS, marked with its call; toxicity, %; measured here: cytotoxicity by cell density;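 0% = mean cell density of plate MIN control wells and 100% = no cells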
Autophagy mod cell loss 18 h: recorded beside Autophagy mod, whose call it bears; toxicity, %; measured here: cell loss, nuclei count;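 cell loss after 18 h compound exposure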
* hit, by the source's call.

What do the screens show for `COc1ccc(N2C(=O)CCC(C(=O)N3CCN(c4ccccn4)CC3)C2c2ccc(F)cc2)cc1` (stereo not drawn)?
MT stabilize HCS: 3.0; Dynein cargo inh: -0.91; WT yeast gro inh: -12; Insulin prom up: -0.39; Hep lipid drop: 6; Yfh1-off respiration: inactive; Autophagy mod: inactive; NOD2 inhibition: 15%; WT yeast gro inh mutant strain: -4; Dynein cargo inh cytoplasmic EGFP: -0.36; Dynein cargo inh nuclear GR-EGFP: -0.83; Dynein cargo inh cell count: 0.69; Insulin prom up cell count: 1199; Hep lipid drop cells 6.5 µM: 775; MT stabilize HCS Hoechst-high %: 4.4; MT stabilize HCS cytotoxicity %: 6.2; Autophagy mod cell loss 18 h: -7

Results for CCOc1ccc(N2C(=O)CC(SCc3nc4ccccc4[nH]3)C2=O)cc1 (stereo not drawn) ?
MT stabilize HCS: 2.0; Dynein cargo inh: -0.66; WT yeast gro inh: 7; Insulin prom up: 0.18; Hep lipid drop: -12; b-catenin transl: 1.9; Yfh1-off respiration: inactive; Autophagy mod: inactive; NOD2 inhibition: 10%; WT yeast gro inh mutant strain: 10; Dynein cargo inh cytoplasmic EGFP: -0.31; Dynein cargo inh nuclear GR-EGFP: -0.33; Dynein cargo inh cell count: 1.3; Insulin prom up cell count: 1353; Hep lipid drop cells 6.5 µM: 554; b-catenin transl cell count 5 µM: 1041; MT stabilize HCS Hoechst-high %: 2.4; MT stabilize HCS cytotoxicity %: 8.4; Autophagy mod cell loss 18 h: 8

What do the screens show for `CCC(CO)Nc1nc(CN2CCCCC2)nc2scc(-c3ccccc3)c12` (stereo not drawn)?
MT stabilize HCS: 3.7; Dynein cargo inh: -0.68; WT yeast gro inh: -5; Insulin prom up: -0.92; Hep lipid drop: 0; b-catenin transl: -3.6; Yfh1-off respiration: inactive; Autophagy mod: inactive; NOD2 inhibition: -3%; WT yeast gro inh mutant strain: 2; Dynein cargo inh cytoplasmic EGFP: -0.23; Dynein cargo inh nuclear GR-EGFP: -0.5; Dynein cargo inh cell count: 0.0077; Insulin prom up cell count: 1424; Hep lipid drop cells 6.5 µM: 619; b-catenin transl cell count 5 µM: 1103; MT stabilize HCS Hoechst-high %: 1.3; MT stabilize HCS cytotoxicity %: 3.6; Autophagy mod cell loss 18 h: 0

Results for CCOC(=O)N/N=C/c1ccc(F)cc1F ?
MT stabilize HCS: 2.2; Dynein cargo inh: -0.68; WT yeast gro inh: -7; Insulin prom up: -0.02; Hep lipid drop: -1; b-catenin transl: -4.9; Yfh1-off respiration: inactive; Autophagy mod: inactive; NOD2 inhibition: -16%; WT yeast gro inh mutant strain: 0; Dynein cargo inh cytoplasmic EGFP: -0.24; Dynein cargo inh nuclear GR-EGFP: -0.29; Dynein cargo inh cell count: 0.71; Insulin prom up cell count: 1277; Hep lipid drop cells 6.5 µM: 664; b-catenin transl cell count 5 µM: 554; MT stabilize HCS Hoechst-high %: 2.2; MT stabilize HCS cytotoxicity %: 0.6; Autophagy mod cell loss 18 h: 6

What do the screens show for `CCCCOCCCNC(=O)CC(C)c1ccccc1` (stereo not drawn)?
MT stabilize HCS: 2.6; Dynein cargo inh: 0.57; WT yeast gro inh: 6; Insulin prom up: -0.02; Hep lipid drop: -13; b-catenin transl: 0.0; Yfh1-off respiration: inactive; Autophagy mod: inactive; NOD2 inhibition: 7%; WT yeast gro inh mutant strain: 20; Dynein cargo inh cytoplasmic EGFP: -0.23; Dynein cargo inh nuclear GR-EGFP: 0.55; Dynein cargo inh cell count: -1.2; Insulin prom up cell count: 1139; Hep lipid drop cells 6.5 µM: 683; b-catenin transl cell count 5 µM: 552; MT stabilize HCS Hoechst-high %: 1.9; MT stabilize HCS cytotoxicity %: 0.4; Autophagy mod cell loss 18 h: 15

How did Cc1cccc(-n2c(C)n[nH]c2=S)c1C do in these assays?
MT stabilize HCS: 3.8; Dynein cargo inh: -0.61; WT yeast gro inh: -6; Insulin prom up: 0.05; Hep lipid drop: -2; b-catenin transl: 4.3; Yfh1-off respiration: inactive; Autophagy mod: inactive; NOD2 inhibition: 8%; WT yeast gro inh mutant strain: -2; Dynein cargo inh cytoplasmic EGFP: -0.27; Dynein cargo inh nuclear GR-EGFP: -0.17; Dynein cargo inh cell count: 0.016; Insulin prom up cell count: 1223; Hep lipid drop cells 6.5 µM: 694; b-catenin transl cell count 5 µM: 1222; MT stabilize HCS Hoechst-high %: 1.9; MT stabilize HCS cytotoxicity %: 9.1; Autophagy mod cell loss 18 h: 0

What do the screens show for `CCOC(=O)/C(C#N)=C/c1cn(CCC(=O)O)nc1-c1ccccc1`?
MT stabilize HCS: 5.2; Dynein cargo inh: 0.11; WT yeast gro inh: -14; Insulin prom up: -0.34; Hep lipid drop: -1; b-catenin transl: -2.9; Yfh1-off respiration: inactive; Autophagy mod: inactive; NOD2 inhibition: 2%; WT yeast gro inh mutant strain: 2; Dynein cargo inh cytoplasmic EGFP: -0.25; Dynein cargo inh nuclear GR-EGFP: -0.14; Dynein cargo inh cell count: -0.36; Insulin prom up cell count: 1426; Hep lipid drop cells 6.5 µM: 614; b-catenin transl cell count 5 µM: 1191; MT stabilize HCS Hoechst-high %: 3.0; MT stabilize HCS cytotoxicity %: 9.3; Autophagy mod cell loss 18 h: 0

Results for COC(=O)c1c(-c2snnc2C)n[nH]c1C ?
Dynein cargo inh: -0.93; Insulin prom up: 0.05; Hep lipid drop: 1; b-catenin transl: -1.3; Yfh1-off respiration: inactive; NOD2 inhibition: -13%; Dynein cargo inh cytoplasmic EGFP: -0.26; Dynein cargo inh nuclear GR-EGFP: -0.12; Dynein cargo inh cell count: 0.39; Insulin prom up cell count: 1125; Hep lipid drop cells 6.5 µM: 696; b-catenin transl cell count 5 µM: 1311

How did CCN(CC)S(=O)(=O)c1ccc2c(c1)nc(SCC(=O)NC1CC1)n2-c1ccccc1OC do in these assays?
MT stabilize HCS: 2.5; Dynein cargo inh: -1.5; WT yeast gro inh: 12; Insulin prom up: -0.84; Hep lipid drop: -1; Yfh1-off respiration: inactive; Autophagy mod: inactive; NOD2 inhibition: -15%; WT yeast gro inh mutant strain: 11; Dynein cargo inh cytoplasmic EGFP: -0.26; Dynein cargo inh nuclear GR-EGFP: -0.51; Dynein cargo inh cell count: 0.88; Insulin prom up cell count: 1284; Hep lipid drop cells 6.5 µM: 734; MT stabilize HCS Hoechst-high %: 2.5; MT stabilize HCS cytotoxicity %: 11; Autophagy mod cell loss 18 h: 0

How did Cc1nc2c(sc3nc(N4CCOCC4)c4c(c32)CC(C)(C)OC4)c(-c2ccc(Cl)cc2)c1C(=O)O do in these assays?
Dynein cargo inh: -1.2; Insulin prom up: -0.2; Hep lipid drop: 14; b-catenin transl: -0.3; Yfh1-off respiration: inactive; NOD2 inhibition: 15%; Dynein cargo inh cytoplasmic EGFP: 0.38; Dynein cargo inh nuclear GR-EGFP: -0.5; Dynein cargo inh cell count: 1; Insulin prom up cell count: 1002; Hep lipid drop cells 6.5 µM: 725; b-catenin transl cell count 5 µM: 1313

What do the screens show for `COc1ccc(-n2c(=S)[nH]c3sc4c(c3c2=O)CCc2ccccc2-4)cc1`?
MT stabilize HCS: 3.6; Dynein cargo inh: -0.15; WT yeast gro inh: -11; Insulin prom up: 0.08; Hep lipid drop: 5; b-catenin transl: -3.4; Yfh1-off respiration: inactive; Autophagy mod: inactive; NOD2 inhibition: 2%; WT yeast gro inh mutant strain: 1; Dynein cargo inh cytoplasmic EGFP: -0.077; Dynein cargo inh nuclear GR-EGFP: 0.045; Dynein cargo inh cell count: 0.72; Insulin prom up cell count: 1384; Hep lipid drop cells 6.5 µM: 694; b-catenin transl cell count 5 µM: 491; MT stabilize HCS Hoechst-high %: 1.8; MT stabilize HCS cytotoxicity %: 10; Autophagy mod cell loss 18 h: -8

What do the screens show for `COc1ccccc1Nc1ccc([N+](=O)[O-])cc1N`?
MT stabilize HCS: 1.5; Dynein cargo inh: -0.72; WT yeast gro inh: 10; Insulin prom up: 0.11; Hep lipid drop: 8; Yfh1-off respiration: inactive; Autophagy mod: inactive; NOD2 inhibition: 20%; WT yeast gro inh mutant strain: -1; Dynein cargo inh cytoplasmic EGFP: -0.091; Dynein cargo inh nuclear GR-EGFP: -0.77; Dynein cargo inh cell count: 0.52; Insulin prom up cell count: 1222; Hep lipid drop cells 6.5 µM: 653; MT stabilize HCS Hoechst-high %: 2.5; MT stabilize HCS cytotoxicity %: 5.8; Autophagy mod cell loss 18 h: 3

High-throughput results: PubChem BioAssay, several laboratories

Not all compounds are listed (hit frequency here may not be typical).
